# FLuc counter = qHTS profiling assay for firefly luciferase inhibitor/activator using purifed enzyme and Km concentrations of substrates (counterscreen for miR-21 project) | Luciferin 4-monooxygenase (Photinus pyralis), P08659 | purified FLuc, Km substrates, luminescence inhibition | Potency, µM (titrated, usually from 57.5 µM), without a hit: at the top dose activity change, negative = inhibition, most hits filed as inhibitors | 360,000 tested, 6.9% active | AID 588342, 2011;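 also: potency is read from the fitted curve at half-maximal effect; plate controls were vehicle for no effect and reference inhibitor for full effect; nearly all actives have a fitted effect of over 55% in size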
# Target sequence (P08659 whole entry, looked up): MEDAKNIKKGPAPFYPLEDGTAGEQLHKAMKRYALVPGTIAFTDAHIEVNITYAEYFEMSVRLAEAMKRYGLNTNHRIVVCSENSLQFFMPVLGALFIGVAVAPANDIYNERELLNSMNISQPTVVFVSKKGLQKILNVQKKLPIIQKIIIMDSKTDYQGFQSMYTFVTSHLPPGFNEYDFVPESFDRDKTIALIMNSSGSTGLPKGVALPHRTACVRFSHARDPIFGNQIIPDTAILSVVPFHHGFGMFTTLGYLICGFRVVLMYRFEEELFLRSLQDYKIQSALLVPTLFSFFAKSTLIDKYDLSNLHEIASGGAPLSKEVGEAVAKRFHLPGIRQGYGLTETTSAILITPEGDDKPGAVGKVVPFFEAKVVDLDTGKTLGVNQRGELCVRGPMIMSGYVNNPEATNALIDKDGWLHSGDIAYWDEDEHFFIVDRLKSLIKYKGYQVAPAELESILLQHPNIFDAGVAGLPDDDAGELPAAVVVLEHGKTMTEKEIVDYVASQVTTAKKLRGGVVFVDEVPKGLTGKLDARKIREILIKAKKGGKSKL
#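 Purified P. pyralis luciferase, 10 nM final, with Km-level 10 uM D-luciferin and 10 uM ATP in 50 mM Tris acetate pH 7.5, 10 mM Mg acetate, 0.01% Tween-20, 0.05% BSA; 6-point qHTS titration about 60 µM downward; luminescence read.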
# PKM2 activator = qHTS Assay for Activators of Human Muscle isoform 2 Pyruvate Kinase | purified PKM2, Kinase-Glo ATP luminescence, activation; response scale: 0% is enzyme alone, no compound | Potency, µM (top dose mostly 57.5 µM), inactives show at the highest dose activation, usual class: activators | 260,000 tested, 0.34% active | AID 1631, 2009; also: potency is read from the fitted curve at half-maximal effect; % is scaled to controls: 0 for no effect and ±100 for the full control effect; nearly all actives have a fitted effect of over 55% in size
#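 ATP formation by purified human PK-M2, quantified via coupled luciferase luminescence after 1 h at room temperature with 0.1 mM ADP and 0.5 mM PEP final.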
# Rab9 prom act = qHTS Assay for Rab9 Promoter Activators; Potency, µM (highest dose often 9.22 µM), without a hit: at the top dose activation, negative = inhibition, actives largely listed as activators; 320,000 tested, 2.8% active; Huh7 Rab9 promoter-luciferase reporter, luminescence, 24 h; AID 485297, 2010; also: potency is read from the fitted curve at half-maximal effect; % of control where 0% means no effect; nearly all actives have a fitted effect of over 60% in size
#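 Cell-based reporter: Huh7 stable for Rab9 promoter-driven luciferase, plated in reduced-serum medium with 10% FBS at 1500 cells/well, compound-treated 24 h at 37 °C, luminescence read after 10 min reagent.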
# KCNH2 3.1 inh = qHTS for Inhibitors of KCHN2 3.1: Mutant qHTS | U2OS KCNH2 3.1, thallium flux FluxOr; active compounds read low | activity change, % (tested at about 1.8 µM) | 340,000 tested, 0.95% active | AID 720553, 2013;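 active = maximum activity change below -70%; inconclusive = maximum activity change from -70% to -50%; inactive = maximum activity change above -50%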;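 also: thallium influx rate constant from kinetic fluorescence after stimulation buffer; % is scaled to controls: 0 for no effect and ±100 for the full control effect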
#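 Thallium flux via FluxOr fluorescence (Red40 quencher, 45 min loading) in U2OS cells virally expressing the KCNH2 3.1 isoform (1.77 x 10^8 /mL virus, overnight at 37 C). Rate constants from 2-min kinetic reads post-stimulation, normalised to positive and negative controls.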
# Mito fusion act = qHTS Assay for Small Molecule Inhibitors of Mitochondrial Division or Activators of Mitochondrial Fusion. 320,000 tested, 0.23% active. Potency, µM (top dose mostly 46.1 µM), for the others: at the highest dose growth rescue (activation), actives largely listed as activators. S. cerevisiae fusion-defective mutant growth rescue, CellTiterGlo 48 h;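 also: potency is read from the fitted curve at half-maximal effect; % of control where 0% means no effect; nearly all actives have a fitted effect of over 45% in size; temperature-sensitive fusion mutants such as fzo1-1 at 37 °C on non-fermentable ethanol glycerol medium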
#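 Yeast fusion mutant, YPEG (non-fermentable carbon), compound, 48 h at 37C non-permissive; CellTiterGlo added, 10 min RT, luminescence read. Rescued growth = division inhibition.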
# RORgamma inh = qHTS for inhibitors of ROR gamma transcriptional activity. Drosophila S2 Gal4-RORgamma UAS-luciferase reporter, 20 h. 310,000 tested, 5.4% active. AID 2551, 2010. Nuclear receptor ROR-gamma (Mus musculus), P51450. Potency, µM (top dose mostly 53.6 µM), without a hit: at the top dose activity change, negative = inhibition, actives largely listed as inhibitors; also: potency is read from the fitted curve at half-maximal effect; % is scaled to controls: 0 for no effect and ±100 for the full control effect; nearly all actives have a fitted effect of over 60% in size
#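 Luminescence from a UAS-regulated Photinus luciferase reporter in stably transfected Drosophila Schneider cells is measured; decreased signal marks ROR gamma inhibition. Fusion expression is induced by 700 uM copper sulfate for 20 hr.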
# ELG1 DNA repair = qHTS screen for small molecules that inhibit ELG1-dependent DNA repair in human embryonic kidney (HEK293T) cells expressing luciferase-tagged ELG1 | HEK293T ELG1-luciferase reporter, luminescence, 16 h; DNA damage induced by 5-fluorouridine | Potency, µM (titrated, usually from 46.1 µM), for inactives: at the highest dose activity change, negative = inhibition, hits mostly inhibitors | 330,000 tested, 2.3% active | AID 504467, 2011; also: potency is read from the fitted curve at half-maximal effect; % is scaled to controls: 0 for no effect and ±100 for the full control effect; nearly all actives have a fitted effect of over 55% in size
#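 Step one: seed 2,000 cells per well. Step two: pin-transfer compound or DMSO alongside 5-fluorouridine. Step three: incubate 16 hr, 37 °C, 5% CO2. Step four: add ONE-Glo, wait 30 min, read luminescence.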
# Menin-MLL TR inh = qHTS Assay for Inhibitors Targeting the Menin-MLL Interaction in MLL Related Leukemias: Competition With Texas Red Labeled MLL-derived Mutant Peptide; O00255; Menin + Texas Red MLL mutant peptide, fluorescence polarization; Potency, µM (highest dose often 61.6 µM), inactives show at the top dose FP activity change, negative = inhibition, hits mostly inhibitors; 270,000 tested, 0.23% active; active = well fitted inhibition curve with a large enough effect in the polarisation, with a control signal flat, not every such curve was filed as active; inconclusive = small, poorly fitted or top-dose-only effect, or effect the other way, or a change in a side signal; inactive = no such curve, though single readings can be large or run the other way; the % refers to the polarisation; also: potency is read from the fitted curve at half-maximal effect; % of control where 0% means no effect; many of its hits are not listed in these tables
# Target sequence (O00255 whole entry, looked up): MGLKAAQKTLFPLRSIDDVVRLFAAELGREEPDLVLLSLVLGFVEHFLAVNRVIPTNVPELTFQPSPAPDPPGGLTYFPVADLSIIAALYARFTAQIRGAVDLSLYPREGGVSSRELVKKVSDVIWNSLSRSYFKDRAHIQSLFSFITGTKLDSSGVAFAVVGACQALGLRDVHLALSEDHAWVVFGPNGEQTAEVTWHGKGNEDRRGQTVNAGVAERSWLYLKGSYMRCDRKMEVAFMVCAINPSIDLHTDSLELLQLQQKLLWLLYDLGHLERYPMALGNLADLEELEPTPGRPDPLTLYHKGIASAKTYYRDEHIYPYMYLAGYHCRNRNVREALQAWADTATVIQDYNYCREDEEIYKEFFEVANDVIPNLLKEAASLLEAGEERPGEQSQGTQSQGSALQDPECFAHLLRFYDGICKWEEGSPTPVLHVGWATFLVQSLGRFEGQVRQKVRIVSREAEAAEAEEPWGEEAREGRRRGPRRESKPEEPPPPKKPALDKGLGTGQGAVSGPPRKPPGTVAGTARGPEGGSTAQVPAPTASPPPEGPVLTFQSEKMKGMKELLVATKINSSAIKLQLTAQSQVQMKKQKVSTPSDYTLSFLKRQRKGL
# NPC1 prom act = qHTS Assay for NPC1 Promoter Activators. 320,000 tested, 2.4% active. AID 485313, 2010. Potency, µM (highest dose often 9.22 µM), inactives show top-dose activation, actives largely listed as activators. Huh7 NPC1 promoter luciferase reporter, 24 h;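 also: potency is read from the fitted curve at half-maximal effect; % of control where 0% means no effect; nearly all actives have a fitted effect of over 60% in size; reporter is driven by a mutant NPC1 promoter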
#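 Huh7 cells stably carrying NPC1 promoter–luciferase, plated in Opti-MEM with 10% FBS for 2 h, were exposed to compound in DMSO for 24 h at 37 °C; luciferase reagent was added for 10 min and luminescence read.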
# MBNL1-CUG inh = qHTS Assay for Inhibitors of MBNL1-poly(CUG) RNA binding; Muscleblind-like protein 1 (Homo sapiens), Q9NR56; TR-FRET MBNL1-His/biotin-(CUG)12 binding, 665/545 ratio; Potency, µM (titrated, usually from 57.5 µM), inactives show at the top dose activity change, negative = inhibition, most hits filed as inhibitors; 280,000 tested, 0.036% active; AID 2675, 2010; active = well fitted inhibition curve with a large enough effect in the signal ratio, with a control signal flat, not every such curve was filed as active; inconclusive = small, poorly fitted or top-dose-only effect, or effect the other way, or a change in a side signal; inactive = no such curve, though single readings can be large or run the other way; the % refers to the signal ratio; also: potency is read from the fitted curve at half-maximal effect; % is scaled to controls: 0 for no effect and ±100 for the full control effect
#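 MBNL1-His + Biotin-(CUG)12, cpd titration 92 nM–58 uM; Tb anti-His Ab 0.055 ng/ul, SA-XL665 5 nM (final); 60 min RT; ratiometric 665/545 nm, Ex 340 nm; normalized to buffer and full-complex controls.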
# VP16 counter = VP16 counterscreen qHTS for inhibitors of ROR gamma transcriptional activity; AID 2546, 2010; 310,000 tested, 3.5% active; Drosophila S2 Gal4-VP16 UAS-luciferase, luminescence, 20 h; Potency, µM (doses to about 53.6 µM), for inactives: at the highest dose activity, negative = inhibition, hits mostly inhibitors;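 also: Gal4-VP16 expression switched on by copper sulfate through the metallothionein promoter; potency is read from the fitted curve at half-maximal effect; % is scaled to controls: 0 for no effect and ±100 for the full control effect; nearly all actives have a fitted effect of over 50% in size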
# Active calls of the source: *; ? = inconclusive; . = no result given; [ ] = dose if it differs, or a comment. Unless noted, calls follow the shape of the dose curve; as a rule, active = well fitted curve in the direction sought with a large enough effect; inconclusive = small, poorly fitted or top-dose-only effect, or another doubt; inactive = no such curve, though single readings can be large; an effect the other way counts as inactive or inconclusive. Not all compounds are listed (hit frequency here may not be typical).
SMILES,FLuc counter,PKM2 activator,Rab9 prom act,KCNH2 3.1 inh,Mito fusion act,RORgamma inh,ELG1 DNA repair,Menin-MLL TR inh,NPC1 prom act,MBNL1-CUG inh,VP16 counter
CCOc1cccc(NC(=O)c2ccc(S(=O)(=O)N3CCCC3)cc2)c1,0.3%,2.0%,-3.6%,-0.9,2.6%,3.9%,?,.,-15.0%,2.2%,0.1%
N#Cc1c(NC(=O)C2CC(c3c(F)cccc3Cl)=NO2)sc2c1CCC2 (centres undefined),?,7.1%,-2.1%,-9.2,10.0%,0.8%,?,-1.2%,2.6%,-1.1%,?
CCN(CC)S(=O)(=O)c1cccc(-c2nnc(SCC(=O)NC)n2N)c1,-2.4%,0.2%,-0.3%,-1.1,-6.4%,-12.0%,21.0%,9.6%,6.2%,-13.2%,?
COc1ccc(S(=O)(=O)N(C)CC(=O)Nc2ccc(C(N)=O)cc2)cc1OC,1.6%,-6.7%,-1.1%,4.0,3.6%,-3.7%,?,2.9%,-5.3%,-11.7%,1.3%
Cc1ccccc1NC(=S)N1CCN(Cc2ccccc2)CC1,2.4%,5.9%,-13.4%,-9.3,-7.0%,?,-3.3%,7.1%,1.0%,-9.1%,?
Cc1ccc(N2C(=O)N(CC(=O)Nc3ccccc3C(F)(F)F)C(=O)C2C)cc1 (centres undefined),.,.,-0.9%,9.7,-2.6%,.,-0.5%,.,-5.0%,.,.
O=C(NC1CCCCC1)C(c1ccncc1)N(C(=O)c1ccco1)c1ccc(F)cc1 (centres undefined),1.2%,.,5.5%,-26.6,-7.9%,10.4%,-1.9%,.,0.4%,-3.4%,-0.9%
Cc1c(C(=O)C(=O)N2CC=C(c3ccccc3)CC2)c2ccccc2n1C,7.8%,3.2%,-16.1%,-1.4,19.9%,?,-13.3%,-4.5%,-23.0%,-2.3%,2.9%
COc1ccccc1NC(=O)Nc1ccc(CC#N)cc1,21.3µM*,-8.2%,?,-6.9,-1.5%,11.7%,?,.,?,-12.6%,10.8%
CCN(CC)c1ccc(NC(=O)c2ccccc2OCC(=O)OC)cc1,21.3µM*,-1.9%,19.1%,-11.2,12.9%,25.7%,10.8%,-13.9%,17.2%,-6.3%,2.3%
COc1ccc(OC)c(/C=N/NC(=O)C(=O)NCc2cccnc2)c1,0.3%,-5.4%,-21.6%,5.2,12.0%,2.3%,?,-21.9%,-20.2%,-1.5%,-1.6%
COc1ccc(-c2csc(NC(=O)CCS(=O)(=O)c3ccccc3)n2)c(OC)c1,?,2.7%,-1.7%,-39.6,0.0%,?,?,.,2.1%,-1.8%,-4.7%
CCOC(=O)c1ccc[n+](C(C)C(=O)c2ccc(-c3ccccc3)cc2)c1 (centres undefined),-0.8%,-21.6%,6.3%,6.8,14.1%,63.7%,20.6%,-10.9%,2.5%,?,?
COc1ccc(N(CC(=O)Nc2ccccc2C(=O)N2CCOCC2)S(=O)(=O)c2ccc(F)cc2)cc1,11.5%,1.7%,0.9%,7.4,-7.2%,12.2%,-4.7%,-11.7%,-0.5%,-17.5%,-9.2%
COc1cc(OC)cc(-c2cc3nc(C4CCN(C(=O)OC(C)(C)C)CC4)cc(=O)n3[nH]2)c1,0.3%,-5.0%,0.3%,-6.7,29.7%,28.2%,?,10.7%,1.6%,9.2%,-3.8%
O=[N+]([O-])c1cc(C(F)(F)F)ccc1NCCc1ccncc1,-3.4%,.,-4.7%,-5.3,-2.0%,21.3%,-13.5%,0.8%,-0.8%,?,-10.8%
CN(C)/C=C/c1c(C#N)c(=O)ncn1Cc1ccccc1,5.7%,9.6%,-4.2%,21.4,-9.5%,-33.6%[0.365 µM],?,16.2%,-4.7%,13.9%,.
O=C(O)c1cccc(NC(=O)c2cn(-c3ccccc3)nc2-c2ccc([N+](=O)[O-])cc2)c1,16.9µM*,-0.3%[11.5 µM],0.0%,2.0,-2.4%,?,7.9%,?,-8.3%,?,2.1%
COc1ccc(OCCOC(=O)CNC(=O)c2ccc(C)cc2)cc1,-15.5%,.,-1.6%,-2.5,1.4%,.,13.0%,.,8.9%,.,.
O=C1CCCc2c1nn(-c1ccccc1)[n+]2[O-],-0.4%,4.1%,-3.9%,-5.2,-2.4%,31.6%,15.2%,3.8%,2.0%,4.6%,6.5%
CCCS(=O)(=O)c1c(S(=O)(=O)CCC)c2c(N)cccn2c1C(=O)c1ccccc1,4.1%,12.1%,1.0%,9.5,4.8%,-16.8%,?,3.8%,-1.3%,12.5%,15.8%
CCOC(=O)c1c(S(=O)(=O)NCC(=O)Nc2cccc(C)c2)c(C)n(C)c1C,-1.9%,.,-5.4%,-8.9,11.5%,-0.8%,-3.0%,.,1.6%,-8.8%,3.8%
CCOC(=O)c1sc(NC(=O)/C=C/c2cnn(C)c2C)c(C(=O)OC(C)C)c1C,2.2%,-0.9%,-2.8%,5.9,0.3%,-20.2%,-2.0%,2.0%,-5.0%,1.6%,3.2%
CC(=O)NC(C)C(=O)OCc1ccc(Cl)cc1Cl (centres undefined),-0.3%,-14.1%,-2.4%,-23.1,-6.2%,40.9%,5.6%,-7.2%,1.3%,3.5%,0.7%[0.365 µM]
CSCCC(NC(=O)c1ccccc1)c1nc(-c2ccccc2)no1 (centres undefined),-17.3%,-4.4%,13.5%,.,-1.9%,?,?,4.7%,5.1%,-0.9%,0.2%
CCOc1ccc(N2CC(NS(=O)(=O)c3cccnc3)CC2=O)cc1 (centres undefined),-0.7%,.,1.6%,-6.0,-2.2%,.,10.9%,.,-1.4%,.,.
Cc1ccc(CNC(=O)c2cc(S(=O)(=O)N3CCOCC3)cn2C)cc1,8.8%,1.1%,5.1%,4.9,1.6%,?,12.1%,-10.7%,0.8%,9.8%,-3.9%
CC(C)(C)c1ccc(C(=O)NC(=S)NCc2ccco2)cc1,19µM*,-18.0%,7.9%,-9.1,-7.3%,6.31µM*,0.0%,.,19.3%,-5.9%,7.94µM*
CC(C)(C)c1[nH]ncc1[N+](=O)[O-],-1.6%,.,1.3%,1.7,3.0%,29.3%,?,3.4%,-7.8%,-7.8%,2.4%
CC(CN1CCCCC1)NC(=O)c1cc(-c2ccccn2)nc2ccc(Cl)cc12 (centres undefined),0.8%,0.5%,-10.3%,-1.2,-1.5%,-3.0%,7.8%,-1.6%,-1.2%,0.1%,6.6%
CC(C)(C)NNC(=S)Nc1ccc(S(=O)(=O)N2CCOCC2)cc1,0.3%,0.8%,-2.4%,-1.8,-3.1%,5.62µM*,?,2.8%,-1.4%,-3.7%,?
CCCCN(C(=O)c1ccco1)c1nnc(-c2cc(OC)c(OC)c(OC)c2)s1,11.3%,4.3%,0.1%,-16.5,0.8%,?,?,-0.6%,-2.4%,0.7%,9.1%
O=C(O)C1Nc2c(O)cc(Cl)c([N+](=O)[O-])c2C2C=CCC12 (centres undefined),?,?,-1.7%,2.2,-6.5%,10µM*,4.3%,?,-4.1%,?,-7.6%
O=C(N/N=C/c1ccco1)C1CC1(c1ccccc1)c1ccccc1 (centres undefined),1.5%,-3.8%,-0.3%,-2.3,-10.5%,0.355µM*,-5.0%,21.7%,-4.8%,-11.2%,?
Cc1cc(C)cc(OCC(=O)N(Cc2ccccc2)C2CCS(=O)(=O)C2)c1 (centres undefined),0.4%,8.7%,-4.7%,-7.4,3.8%,-7.4%,-7.1%,-16.1%,-1.7%,-2.4%,-2.8%
COc1ccc(C(C)=O)cc1COc1ccc(Cl)cc1Cl,15.1µM*,4.1%,0.3%,-37.7,6.7%,15.4%,?,.,-1.3%,8.1%,-9.1%
